Screening data deposited in PubChem BioAssay by Broad Institute.
RAD52 anneal inh: inhibitors of human RAD52 DNA annealing; P43351; recombinant RAD52 DNA annealing, FRET fluorescence; inhibition, % at 18.7 µM; 360,000 tested, 0.46% active; AID 651710;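 active = every replicate showing at least 50% inhibition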
Target sequence (P43351 whole entry, looked up): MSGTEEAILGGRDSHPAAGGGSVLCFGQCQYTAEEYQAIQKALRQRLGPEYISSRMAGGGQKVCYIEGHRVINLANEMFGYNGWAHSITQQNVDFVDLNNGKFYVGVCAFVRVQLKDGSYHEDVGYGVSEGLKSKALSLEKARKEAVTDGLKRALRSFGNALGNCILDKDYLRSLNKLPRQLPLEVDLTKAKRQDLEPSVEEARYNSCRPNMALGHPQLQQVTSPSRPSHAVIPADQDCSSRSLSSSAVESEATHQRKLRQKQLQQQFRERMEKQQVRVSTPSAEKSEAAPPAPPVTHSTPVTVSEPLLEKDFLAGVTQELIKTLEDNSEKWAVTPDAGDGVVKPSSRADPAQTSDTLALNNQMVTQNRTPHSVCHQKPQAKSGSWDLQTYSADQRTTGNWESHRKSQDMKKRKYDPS
PglD inh: PglD (C. jejuni) enzyme inhibition | AID 602405 | inhibition, % at 12.5 µM | 360,000 tested, 0.098% active | purified PglD enzyme, DTNB colorimetric CoA detection; in the data active = inhibition above about 16%, passing the limit was not always enough; also: strong numbers were not always called active
esBAF inh: inhibitors of esBAF chromatin remodeling in mouse ES cells; Bmi1-luciferase knock-in reporter, 24 h; 100% = twice the neutral-well signal; 350,000 tested, 2% active; AID 602393; reporter increase, % at 12.5 µM; in the data active = activation above about 40%;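 also: 0% = median of the plate's neutral control wells and 100% = double that signal; a rise in the Bmi1 reporter signal indicates esBAF inhibition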
E-sel inducer: E-selectin induction on HUVECs; P16581; HUVEC E-selectin immunofluorescence imaging; normalized: neutral wells 0, TNF-alpha wells 100; activation, % at 7.58 µM; 260,000 tested, 0.37% active; AID 686992;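 active = mean E-selectin-positive cell signal at least 10% of the positive control, reached in at least 60% of replicates, without over 20% cell loss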;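 also: in these data hits start at about 27%; measured in HUVEC primary endothelial cells; signal is the percent of cells scored E-selectin positive by PE staining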
Target sequence (P16581 whole entry, looked up): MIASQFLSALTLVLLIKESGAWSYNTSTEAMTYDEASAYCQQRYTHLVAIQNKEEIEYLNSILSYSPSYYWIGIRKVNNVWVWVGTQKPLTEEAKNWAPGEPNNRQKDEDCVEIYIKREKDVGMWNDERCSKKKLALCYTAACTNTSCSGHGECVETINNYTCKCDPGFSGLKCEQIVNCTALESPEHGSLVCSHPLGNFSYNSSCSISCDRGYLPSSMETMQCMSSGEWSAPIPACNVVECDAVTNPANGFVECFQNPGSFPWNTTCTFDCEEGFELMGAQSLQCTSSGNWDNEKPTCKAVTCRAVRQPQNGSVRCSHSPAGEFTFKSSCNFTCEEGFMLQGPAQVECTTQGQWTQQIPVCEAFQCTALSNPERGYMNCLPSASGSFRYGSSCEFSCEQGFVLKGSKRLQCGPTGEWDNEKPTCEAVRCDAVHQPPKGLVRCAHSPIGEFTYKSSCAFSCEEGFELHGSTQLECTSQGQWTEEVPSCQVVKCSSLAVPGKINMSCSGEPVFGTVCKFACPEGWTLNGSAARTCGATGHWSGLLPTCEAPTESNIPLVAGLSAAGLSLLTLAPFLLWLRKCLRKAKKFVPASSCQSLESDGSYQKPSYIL
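Assay system: HUVEC primary endothelial cells. Input: 3,000 HUVEC seeded per well. Doses: one compound dose added by pin transfer. Read-out basis: % PE-positive cells. Benchmarks: TNF-alpha high, DMSO low. Detection: immunofluorescence imaging. Buffer or medium: EGM-2, gelatin.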
ERp5 inh: blocks human ERp5 reductase activity on insulin; Q15084; ERp5 insulin aggregation, absorbance 650 nm, 90 min; inhibition, % at 9.99 µM; 350,000 tested, 0.05% active; AID 651711;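 active = mean replicate inhibition above about 25%, with every replicate also reaching it, limit read from the data, passing the limit was not always enough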
CASP6 VEID inh: blocks human caspase-6 cleavage activity; P55212; purified caspase-6, Z-VEID-R110 cleavage fluorescence; inhibition, % at 12.5 µM; 350,000 tested, 0.53% active; AID 686996;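 active = mean inhibition across replicates at least about 35%, with every replicate also reaching that limit, limit read from the data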;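 also: 0% = median of neutral control wells and 100% = no fluorescence left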
ARNT-TACC3 inh: disruptors of human ARNT/TACC3 interaction | 390,000 tested, 0.66% active | Q9Y6A5 | AlphaScreen His-ARNT PAS-B/GST-TACC3 binding, luminescence; TACC3 fragment carries E629A point mutation | inhibition, % at 9.99 µM;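 active = mean inhibition of replicates at least 50% and at least half of replicates each reaching 50%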;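 also: 0% = complete ARNT plus TACC3 wells and 100% = ARNT alone without TACC3; many hits fall short of the cut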
RAD54 branch: blocks human RAD54 Holliday junction branch migration. Q92698. FAM/BHQ fluorescence. inhibition, % at 10.4 µM. 360,000 tested, 0.14% active;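 active = mean normalized replicate activity at least 40 and at least half of replicates scoring 40 or more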;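 also: 0% = median of neutral control wells and 100% = median of positive control wells; inhibitors cause a drop in the FAM fluorescence signal; in these data hits start at about 50%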
Active calls of the source: *; . = no result given; & = joins results of further samples.

Sample of the layout:
nr	Compound	RAD52 anneal inh	PglD inh	esBAF inh	E-sel inducer
1	CCN1C[C@@]2(COC)C3[C@@H](OC)[C@H]4[C@@H]1[C@@]3(C1C[C@H]3[C@H](OC(=O)c5ccccc5)C1[C@]4(OC(C)=O)C[C@H]3OC)[C@@H](OC)C[C@H]2O (some centres not stated)	.	1	9	.
2	O=c1[nH]c(CN2CC=C(c3ccccc3)CC2)nc2cc(C(F)(F)F)ccc12	.	0	-7	.
3	CCC(=Nc1cc(OC)ccc1OC)c1c(O)[nH]c(=O)[nH]c1=O	.	-7	6	.
4	Nc1ccc2c(c1)Cc1ccccc1-2	.	1	11	.
5	O=c1[nH]c(=O)n(Cc2ccc(F)cc2)c(O)c1C=NCC1CCCO1 (configuration not stated)	.	5	-4	.
6	CC(=NCCN1CCOCC1)c1c(O)n(Cc2ccccc2)c(=O)[nH]c1=O	.	-1	-2	.
7	CCOC(=O)CNC(=O)CSP(=S)(OCC)OCC	.	2	-6	.
8	O=C(c1ccccc1F)c1cn(CC(=O)N2CCCC2)c2ccccc12	.	-5	-5	.
9	O=CC(Cl)P(=O)(N1CCCCC1)N1CCCCC1 (configuration not stated)	.	-3	-7	.
10	CCCC(C)C(=O)NC1CCSC1=O (configuration not stated)	.	-3	-8	.
11	CN1CCN(CCC(=O)OC2CC3CCC(C2)N3C)CC1 (configuration not stated)	.	-9	0	.
12	O=c1c2ccccc2nc(-c2ccco2)n1-c1ccc(Br)cn1	.	-1	1	.
13	OC1(CN2CCOCC2)C2CC3CC(C2)CC1C3 (configuration not stated)	.	1	-3	.
14	CCN1C[C@]2(COC)CC[C@H](O)[C@@]34C5C[C@H]6[C@H](O)C5[C@](O)(C[C@H]6OC)[C@@H]([C@H](OC)C23)[C@@H]14 (some centres not stated)	.	-3	1	.

nr	ERp5 inh	CASP6 VEID inh	ARNT-TACC3 inh	RAD54 branch
1	.	.	.	-6
2	.	.	.	12
3	.	.	.	-2
4	.	.	.	5
5	.	.	.	-2
6	.	.	.	-7
7	.	.	.	4
8	.	.	.	-2
9	.	.	.	-6
10	.	.	.	-6
11	.	.	.	-13
12	.	.	.	0
13	.	.	.	-2
14	.	.	.	0

This part in full, previewed entries included:
nr	Compound	RAD52 anneal inh	PglD inh	esBAF inh	E-sel inducer
1	CCN1C[C@@]2(COC)C3[C@@H](OC)[C@H]4[C@@H]1[C@@]3(C1C[C@H]3[C@H](OC(=O)c5ccccc5)C1[C@]4(OC(C)=O)C[C@H]3OC)[C@@H](OC)C[C@H]2O (some centres not stated)	.	1	9	.
2	O=c1[nH]c(CN2CC=C(c3ccccc3)CC2)nc2cc(C(F)(F)F)ccc12	.	0	-7	.
3	CCC(=Nc1cc(OC)ccc1OC)c1c(O)[nH]c(=O)[nH]c1=O	.	-7	6	.
4	Nc1ccc2c(c1)Cc1ccccc1-2	.	1	11	.
5	O=c1[nH]c(=O)n(Cc2ccc(F)cc2)c(O)c1C=NCC1CCCO1 (configuration not stated)	.	5	-4	.
6	CC(=NCCN1CCOCC1)c1c(O)n(Cc2ccccc2)c(=O)[nH]c1=O	.	-1	-2	.
7	CCOC(=O)CNC(=O)CSP(=S)(OCC)OCC	.	2	-6	.
8	O=C(c1ccccc1F)c1cn(CC(=O)N2CCCC2)c2ccccc12	.	-5	-5	.
9	O=CC(Cl)P(=O)(N1CCCCC1)N1CCCCC1 (configuration not stated)	.	-3	-7	.
10	CCCC(C)C(=O)NC1CCSC1=O (configuration not stated)	.	-3	-8	.
11	CN1CCN(CCC(=O)OC2CC3CCC(C2)N3C)CC1 (configuration not stated)	.	-9	0	.
12	O=c1c2ccccc2nc(-c2ccco2)n1-c1ccc(Br)cn1	.	-1	1	.

nr	ERp5 inh	CASP6 VEID inh	ARNT-TACC3 inh	RAD54 branch
1	.	.	.	-6
2	.	.	.	12
3	.	.	.	-2
4	.	.	.	5
5	.	.	.	-2
6	.	.	.	-7
7	.	.	.	4
8	.	.	.	-2
9	.	.	.	-6
10	.	.	.	-6
11	.	.	.	-13
12	.	.	.	0

The results go on:
nr	Compound	RAD52 anneal inh	PglD inh	esBAF inh	E-sel inducer
13	OC1(CN2CCOCC2)C2CC3CC(C2)CC1C3 (configuration not stated)	.	1	-3	.
14	CCN1C[C@]2(COC)CC[C@H](O)[C@@]34C5C[C@H]6[C@H](O)C5[C@](O)(C[C@H]6OC)[C@@H]([C@H](OC)C23)[C@@H]14 (some centres not stated)	.	-3	1	.
15	Nc1c(C(=O)OCC2CCCO2)c2nc3ccccc3nc2n1Cc1cccs1 (configuration not stated)	.	-3	14	.
16	O=C(c1ccc(CNS(=O)(=O)c2ccccc2)cc1)N1CCC2(CC1)OCCO2	.	-3	-4	.
17	COc1ccc(C(=O)CC2C(=O)N(C)C(=O)N(C)C2=O)cc1	.	.	8	.
18	CC(C)N1CC=C(c2c[nH]c3ccccc23)CC1	.	.	7	.
19	COP(=O)(OC)C(NC(=O)C(C)(C)C)=C(Cl)Cl	.	.	-3	.
20	Cc1ccc(N(C)C(=O)Oc2cccc3ccc(C)nc23)cc1	.	.	4	.
21	COc1ccc(CN2CCN(c3ccccc3F)CC2)cc1O	.	.	7	.
22	CN(C)CCN=Cc1c(O)n(Cc2ccco2)c(=O)[nH]c1=O	.	.	-2	.
23	CSc1ncc(/C=C2/C(=O)NC(=O)N(C3CCCCC3)C2=O)cn1	.	-1	.	.
24	Cn1c(O)c(C(=O)c2ccccc2Cl)c(=O)n(C)c1=O	.	-2	.	.

nr	ERp5 inh	CASP6 VEID inh	ARNT-TACC3 inh	RAD54 branch
13	.	.	.	-2
14	.	.	.	0
15	.	.	.	7
16	.	.	.	19
17	.	.	3	-2
18	.	.	6	18
19	.	.	-1	-29
20	.	.	-7	1
21	.	.	0	-12
22	.	.	-2	-11
23	.	.	1	-14
24	.	.	-10	2

Further records
nr	Compound	RAD52 anneal inh	PglD inh	esBAF inh	E-sel inducer
25	COC(=O)C1=C(N)Oc2c(c(=O)oc3ccccc23)C1c1cccnc1 (configuration not stated)	.	-2	.	.
26	Cn1c(O)c(C=NCCOc2ccc(Cl)cc2)c(=O)n(C)c1=O	.	1	.	.
27	CCC(=NCCCn1ccnc1)c1c(O)n(Cc2ccccc2)c(=O)[nH]c1=O	.	0	.	.
28	CCC(=NCCOc1ccc(Cl)cc1)c1c(O)n(C)c(=O)n(C)c1=O	.	3	.	.
29	CN(C(=O)Oc1ccc(Cl)c2cccnc12)c1ccccc1	.	2	.	.
30	O=C(c1cccs1)C1CN2CCC1CC2 (configuration not stated)	.	-3	.	.
31	CCCCC(=O)N/N=C/c1c(O)n(Cc2ccco2)c(=O)[nH]c1=O	.	5	.	.
32	CCOC(=O)c1cc(C(O)(C(=O)OC)C(F)(F)F)c(/N=C/N(C)C)o1 (configuration not stated)	.	-1	.	.
33	Cc1nn(Cc2ccccc2)c(C)c1C(=O)OCC(=O)NC1CCS(=O)(=O)C1 (configuration not stated)	.	7	.	.
34	O=C1C2CCCN2C(c2ccc(Cl)c(Cl)c2)N1c1ccccn1 (configuration not stated)	.	2	.	.
35	CN1C(=O)N(C)C(=O)C2(Cc3c(ccc4ccccc34)N(C)C2)C1=O	.	0	.	.
36	O=c1c2cc(Cl)cc(Cl)c2nc(CN2CCOCC2)n1-c1ccccc1F	.	0	.	.

nr	ERp5 inh	CASP6 VEID inh	ARNT-TACC3 inh	RAD54 branch
25	.	.	-3	4
26	.	.	-3	-1
27	.	.	8	-1
28	.	.	-6	-2
29	.	.	1	2
30	.	.	1	-12
31	.	.	72*	7
32	.	.	-1	1
33	.	.	-2	0
34	.	.	-2	7
35	.	.	5	-3
36	.	.	1	-15

(listing goes on)
nr	Compound	RAD52 anneal inh	PglD inh	esBAF inh	E-sel inducer
37	CCN(CC)CC(=O)Nc1ccc(Cl)cc1C(=O)c1ccccc1	.	3	.	.
38	Cc1ccc(N2C(=O)NC(=O)/C(=C/c3cnn(-c4ccc(C)cc4)c3)C2=O)cc1	.	2	.	.
39	CCOc1ccc(N2C(=O)NC(=O)/C(=C\c3ccc(N4CCCCC4)o3)C2=O)cc1	.	-1	.	.
40	CCCCn1c(O)c(C(C)=NCc2cc(OC)cc(OC)c2)c(=O)[nH]c1=O	.	0	.	.
41	CCN(CC)CCN1Cc2ccccc2C1=N	.	3	.	-1.3
42	N=C1c2ccccc2CN1CC(=O)c1ccccc1	-13	.	.	.
43	COc1cccc(CCNCc2c(F)cccc2F)c1	1	.	.	.
44	O=C1NC(=O)C(=Cc2ccc(-c3cc(Cl)ccc3[N+](=O)[O-])o2)C(=O)N1	-29	.	.	.
45	CCCCCCC(Cl)(Cn1ccnc1)c1ccccc1 (configuration not stated)	0	.	.	.
46	CCC(C)n1c(O)c(C=NC(C)c2ccccc2)c(=O)[nH]c1=S (configuration not stated)	-4	.	.	.
47	CC1CN=C(Nc2ccc(F)c(Cl)c2)S1 (configuration not stated)	-15	.	.	.
48	CCOC(=O)[C@]12Cc3cc(C)ccc3[C@H]1N(C1CCCCC1)C(=O)c1ccccc12	-19	.	.	-0.2

nr	ERp5 inh	CASP6 VEID inh	ARNT-TACC3 inh	RAD54 branch
37	.	.	-1	6
38	.	.	1	2
39	.	.	-1	-48
40	.	.	26*	3
41	.	.	.	-5
42	-73	.	-17	.
43	0	.	2	.
44	7	.	1	.
45	.	0	-8	.
46	.	-1	-3	.
47	.	1	-4	.
48	0	.	.	.

Additional compounds
nr	Compound	RAD52 anneal inh	PglD inh	esBAF inh	E-sel inducer
49	Cc1ccc(N)c(C(=O)c2ccc(Br)cc2)c1	-13	.	.	0.0
50	Clc1ccc([C@H]2CC3CCC2N3)cn1 (some centres not stated)	11&-2	.	.	.
51	C=CCN1C(=O)NC(=O)/C(=C\c2ccc(-c3ccccc3[N+](=O)[O-])o2)C1=O	-23	.	.	.
52	COc1ccccc1N	-10	.	.	.
53	CC(C)NC1(c2ccccc2)CCCCC1	-14	.	.	.
54	CNS(=O)(=O)c1ccc(N=Cc2c(O)n(-c3ccccc3)c(=O)[nH]c2=O)cc1	-27	.	.	.
55	CCOC(=O)C1=CC(=C2C(=O)N(CC)C(=S)N(CC)C2=O)c2ccccc2O1	-55	.	.	.
56	Cc1cc(/C=C2\C(=O)NC(=O)N(c3ccc(Cl)cc3)C2=O)c(C)n1-c1sc2c(c1C#N)CCCC2	-133	.	.	.
57	COc1cccc(N2C(=O)NC(=O)/C(=C\c3ccc([N+](=O)[O-])s3)C2=O)c1	-52	.	.	.
58	CC(C)c1ccc(N2C(=O)NC(=O)/C(=C\C=C\c3ccco3)C2=O)cc1	-300	.	.	.
59	CC[C@H]1C=C(C(=O)N[C@@]2(C(=O)O)C[C@H]2CC)[C@H]2CCC(=O)[C@H]2C1	6	.	.	.
60	CC(N)Cc1ccc(O)cc1 (configuration not stated)	-4&-11	.	.	.

nr	ERp5 inh	CASP6 VEID inh	ARNT-TACC3 inh	RAD54 branch
49	-2	.	.	.
50	-4&4	1&-2	.	.
51	0	11	.	.
52	-2	1	.	.
53	-2	1	.	.
54	-1	1	.	.
55	0	3	.	.
56	-4	8	.	.
57	2	46*	.	.
58	10	30	.	.
59	4	-2	.	.
60	2&4	-7&1	.	.

A portion of the library; count on the stated rates, not on these rows.
